FXIa inh: inhibitors of human coagulation factor XIa; purified FXIa, Boc-Glu-Ala-Arg-AMC fluorogenic substrate; inhibition, % at 5 µM; 0.14% of 220,000 active; AID 798;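 active = inhibition of at least 40%; inactive = inhibition below 40%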;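 note: fluorescence of freed AMC excited at 355 nm; 0% = enzyme without compound and 100% = no enzyme blank; many of its hits are not listed in these tables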
Target sequence (P03951 19-387 limits assumed): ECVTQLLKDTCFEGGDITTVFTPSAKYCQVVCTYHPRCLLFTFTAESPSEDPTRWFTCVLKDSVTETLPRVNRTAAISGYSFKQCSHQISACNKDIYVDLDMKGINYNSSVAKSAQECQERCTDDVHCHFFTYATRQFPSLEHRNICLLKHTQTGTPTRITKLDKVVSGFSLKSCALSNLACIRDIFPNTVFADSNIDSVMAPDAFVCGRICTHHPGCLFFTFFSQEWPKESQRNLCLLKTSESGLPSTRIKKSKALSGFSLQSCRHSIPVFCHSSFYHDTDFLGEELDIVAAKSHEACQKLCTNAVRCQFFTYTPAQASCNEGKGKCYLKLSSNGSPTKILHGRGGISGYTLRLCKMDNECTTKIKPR
Target sequence (P03951 388-625 limits assumed): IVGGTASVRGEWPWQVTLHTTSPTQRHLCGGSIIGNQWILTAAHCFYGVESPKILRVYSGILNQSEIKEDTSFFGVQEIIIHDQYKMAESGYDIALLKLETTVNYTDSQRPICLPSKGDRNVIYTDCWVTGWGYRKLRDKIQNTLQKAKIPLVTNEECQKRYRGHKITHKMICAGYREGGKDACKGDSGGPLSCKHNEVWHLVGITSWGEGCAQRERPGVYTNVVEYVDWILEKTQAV
hK5 inh: inhibitors of human kallikrein 5; 0.59% of 210,000 active; Q9Y337; recombinant hK5, fluorogenic AMC substrate cleavage; inhibition, % at 5 µM; AID 873;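 active = inhibition of 40% or more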;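 note: 0% = enzyme controls without compound and 100% = no-enzyme blanks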
Furin inh: human furin inhibition | purified furin, fluorogenic substrate cleavage | P09958 | inhibition, % at 30 µM | 0.061% of 220,000 active; in the data active = inhibition above about 25%; note: inactives centre near -15
Calpain2 inh: calpain II (pig) inhibition; 0.37% of 220,000 active; inhibition, % at 16 µM; purified calpain II, fluorogenic peptide substrate, 30 min;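 active = inhibition above about 50%, limit read from the data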
Rad51 HR inh: blocks human Rad51 in homologous recombination | 0.085% of 200,000 active | hRad51 DNA strand exchange, fluorescence dequenching | inhibition, % at 10 µM | AID 1385 | Q06609;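 active = inhibition above 40% at the single screening dose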;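 note: 0% = DMSO control wells and 100% = blanks with heterologous ssDNA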
Target sequence (Q06609 whole entry, looked up): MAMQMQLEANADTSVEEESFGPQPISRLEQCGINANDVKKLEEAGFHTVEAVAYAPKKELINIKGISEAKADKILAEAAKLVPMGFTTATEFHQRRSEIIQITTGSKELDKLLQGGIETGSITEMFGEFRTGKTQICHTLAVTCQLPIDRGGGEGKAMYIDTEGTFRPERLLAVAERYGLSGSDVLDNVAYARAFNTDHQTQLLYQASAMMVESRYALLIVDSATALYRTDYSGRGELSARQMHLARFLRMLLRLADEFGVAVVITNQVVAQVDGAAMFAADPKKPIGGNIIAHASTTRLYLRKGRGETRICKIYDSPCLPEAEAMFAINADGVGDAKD
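Material: hRad51 filaments on single-stranded DNA; Reagent: Donor/quencher-labelled 47-bp dsDNA substrate; Compound: 10 µM final, single point; Schedule: 37 °C 15-min filament assembly, 30-min compound preincubation, 15-min exchange; Technique: FRET fluorescence, excitation 485 nm, emission 520 nm; Benchmarks: control wells and blank wells on each plate.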
Thrombin inh: inhibitors of human thrombin; alpha-thrombin, Boc-VPR-AMC fluorogenic substrate cleavage; inhibition, % at 5 µM; 0.26% of 220,000 active; AID 1046;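 active = inhibition at or above 40%; inactive = inhibition below 40%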;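 note: 0% = enzyme with no compound and 100% = wells without enzyme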
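Material: human alpha-thrombin protein; Also added: Boc-VPR-AMC substrate, 15 µM final; Timing: enzyme reaction carried out at room temperature; Signal: fluorescence, ex 355 nm, em 460 nm; Measure: % inhibition of thrombin; Controls: enzyme without compound as high, wells lacking enzyme as low.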
FXIIa inh 1536: inhibitors of human coagulation factor XIIa; P00748; purified FXIIa, Boc-QGR-AMC fluorogenic substrate, 2 h; inhibition, % at 5 µM; 0.3% of 220,000 active; AID 800; in the data active = inhibition above about 40%;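 note: 0% = enzyme with no compound and 100% = blank without enzyme; many of its hits are not listed in these tables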
Cl transport mod: modulates chloride dependent transport by human KCC2; Q9H2X9; KCC2 cells, thallium flux FluoZin-2 fluorescence; B-score of Tl+ flux slope (higher = more flux/activation; lower = inhibition) at 10 µM; 2.2% of 190,000 active; AID 1456;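 active = thallium flux slope and its plate-corrected score both differing from the plate sample mean at a set confidence after two filtering rounds, in either direction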;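 note: slope of fluorescence scaled to starting intensity during 10 to 20 s after thallium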
PERK inhibitor: human PERK inhibition, primary cell-based screen. inhibition, % at 5.6 µM. CHO PERK-DD fusion, SEAP luminescence translation reporter. 0.17% of 220,000 active. Q9NZJ5;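 active = inhibition above the mean inhibition of all tested compounds plus 3 SD, set separately per screening campaign, cut at about 2.9% in these data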;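 note: PERK kinase domain activated by AP20187 dimerizer at 100 nM; 0% = DMSO with dimerizer and 100% = rapamycin at 8.4 µM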
Active calls of the source: *; i = inactive; · = no result given; [ ] = dose if it differs, or a comment. The list is partial, so the mix of outcomes need not match the whole.

no.	PERK inhibitor	FXIIa inh 1536	Calpain2 inh	Furin inh	Rad51 HR inh	FXIa inh	hK5 inh	Cl transport mod	Thrombin inh	smiles
1	0.1	5	-11	-5	·	2	-2	-0.012	-2	CC(=O)Nc1ccc(S(=O)(=O)Oc2ccc3c(c2)C(C)=CC(C)(C)N3)cc1
2	0.2	6	-27	-9	3	3	0	-0.22	·	O=C(CN1CCc2ccccc21)NC(=O)NCc1ccccc1
3	2.0	4	-9	-28	9	10	1	-0.23	-2	C/C(=N\NC(=O)CC1N=C(Cc2ccccc2)NNC1=O)c1ccncc1 (stereo unspecified)
4	0.9	6	42	-11	-3	-2	-1	-0.008	-3	CCCCCCC(C)n1[nH]c(=O)c2c(C)cc(C)nc21 (stereo unspecified)
5	0.6	-1	24	-1	-1	-3	-10	-0.51	-4	Fc1ccc2c(c1)/C(=N/Nc1ccccn1)CCS2
6	-0.1	·	10	-7	-1	1	8	-0.95	-1	Cn1ccnc1Sc1cc(Cl)ccc1[N+](=O)[O-]
7	-0.7	16	6	-17[20 µM]	-4	18	-3	-0.3	-11	CC(CN1CCOCC1)(NS(=O)(=O)c1ccccc1)c1ccccc1 (stereo unspecified)
8	0.9	0	-50	-12	-8	0	-17	0.37	4	O=c1c(Cc2c(F)cccc2Cl)c(O)ccn1C1CCCCCC1
9	-0.1	17	-29	-30[20 µM]	3	1	-8	·	0	O=c1n(-c2ccccc2)c(=O)n(Cc2ccccn2)n1Cc1ccccn1
10	0.8	6	-20	9[20 µM]	-8	0	-21	-0.81	-1	NNC(=O)c1cccc(COc2cccc(Br)c2)c1
11	-1.2	9	-31	-12	·	9	-20	-0.84	-7	Cc1ccc(C(=O)Nc2ccc(C(=O)N/N=C/c3c[nH]c4ccccc34)cc2)cc1
12	0.5	1	34	-8	·	-2	·	·	1	Cc1ccn(CCC(=O)N2CCCC(CCC(=O)NCc3ccc(F)c(F)c3)C2)n1 (stereo unspecified)
13	0.7	0	16	-18[20 µM]	9	-12	-4	-0.19	-2	Cc1cccc(C(=O)NCCN(C)C)c1
14	-0.1	11	-67	-10[20 µM]	3	8	-18	0.21	-5	CC1CCCCC12NC(=O)N(CC(=O)NC(=O)NCc1ccco1)C2=O (stereo unspecified)
15	0.1	11	0	-27	-2	5	1	1.3	-3	CCN1CCN(S(=O)(=O)c2ccc(Cl)c(C(=O)NC(C)(C)C)c2)CC1
16	-0.5	6	5	-11[20 µM]	5	0	-26	0.89	-6	Cc1cccc(N2C(=O)CC(Sc3nc(C)cc(C)n3)C2=O)c1 (stereo unspecified)
17	0.3	6	29	2	-16	6	7	-4.1	-4	CN1C(=O)/C(=C/c2ccc(-c3ccccc3[N+](=O)[O-])o2)SC1=Nc1ccc(Cl)c(C(=O)O)c1
18	-0.7	2	-12	-26	1	-17	-21	0.83	-4	O=C(Nc1cnn(Cc2ccc(F)cc2)c1)c1noc2c1CCCC2
19	-1.6	8	-91	-10[20 µM]	-1	-2	1	-0.4	2	COc1ccc(Cl)cc1N1C(=O)/C(=C\c2sccc2C)N=C1SCC(=O)NC1CC1
20	1.3	14	-56	-17	-5	4	-15	0.21	-4	COC(C)(C)[C@]12CC(O)(C(C)C)ON1[C@H]1CCCCC1N2O (stereo partly specified)
21	0.8	6	38	-16	16	18	1	0.18	-2	COC(=O)c1cnn(-c2ccccc2)c1/C=N/NC(=S)Nc1ccc(Cl)cc1
22	0.0	5	26	-16	17	0	3	0.34	-7	O=C(Cn1c(=O)c2ccccc2n(CC(=O)N2CCCCC2)c1=O)N1CCCCC1
23	1.9	12	-4	-34	-2	3	47*	·	13	Cc1ccc2c(c1)NC(=O)C(CC(=O)NCCCN1CCCCC1C)O2 (stereo unspecified)
24	0.5	7	-38	-4[20 µM]	-24	-3	-9	-0.18	-4	CCOC(=O)C1CCN(Cc2ccc(F)cc2F)CC1
25	0.6	7	-42	-21	-19	-3	-6	i	-3	CCn1c(C)[n+](CC)c2ccc(S(=O)(=O)N(C)C)cc21

In the list so far, these contain fluorine.
no.	PERK inhibitor	FXIIa inh 1536	Calpain2 inh	Furin inh	Rad51 HR inh	FXIa inh	hK5 inh	Cl transport mod	Thrombin inh	smiles
5	0.6	-1	24	-1	-1	-3	-10	-0.51	-4	Fc1ccc2c(c1)/C(=N/Nc1ccccn1)CCS2
8	0.9	0	-50	-12	-8	0	-17	0.37	4	O=c1c(Cc2c(F)cccc2Cl)c(O)ccn1C1CCCCCC1
12	0.5	1	34	-8	·	-2	·	·	1	Cc1ccn(CCC(=O)N2CCCC(CCC(=O)NCc3ccc(F)c(F)c3)C2)n1 (stereo unspecified)
18	-0.7	2	-12	-26	1	-17	-21	0.83	-4	O=C(Nc1cnn(Cc2ccc(F)cc2)c1)c1noc2c1CCCC2
24	0.5	7	-38	-4[20 µM]	-24	-3	-9	-0.18	-4	CCOC(=O)C1CCN(Cc2ccc(F)cc2F)CC1

(continued)
no.	PERK inhibitor	FXIIa inh 1536	Calpain2 inh	Furin inh	Rad51 HR inh	FXIa inh	hK5 inh	Cl transport mod	Thrombin inh	smiles
26	0.0	9	6	-15	-4	-5	0	·	-4	Cc1ccc(S(=O)(=O)N2CCN(C(=O)C3COc4ccccc4O3)CC2)cc1C (stereo unspecified)
27	0.2	11	44	-36	-2	2	5	0.14	0	CC/C(=N\Nc1ccc([N+](=O)[O-])cc1)c1ccccc1
28	0.8	8	-45	-20	·	-2	·	-2.2	-6	CC1(C)Cc2nc3nc(SCC(=O)Nc4ccccc4)nc(N)c3cc2CO1
29	0.7	3	-14	-34	1	4	2	0.16	1	Cc1c(C#N)c(NC(=O)CCl)n(Cc2ccccc2)c1C
30	1.6	-2	9	-4	4	1	33	-1.3	20	COC(=O)c1ccccc1NC(=O)CNc1cc(Cl)ccc1N1CCOCC1
31	1.2	30	-212	-17	i	26	-49	i	-4	O=C(N/N=C\c1c(O)ccc2ccccc12)c1ccc(S(=O)(=O)N2CCCCC2)cc1
32	0.6	2	18	-13	4	7	-14	-1.4	-5	CC(NC(=O)CSCc1ccccc1Br)c1ccccc1 (stereo unspecified)
33	0.8	17	-18	-17	-3	1	1	-1.1	-2	O=C(Nc1nnc(CCc2ccccc2)s1)c1ccco1
34	0.6	2	-2	-26	18	-5	-4	-0.37	-6	CC(=O)c1ccccc1NS(C)(=O)=O
35	0.9	14	-26	-16[20 µM]	5	2	-7	·	3	O=C(NCc1ccc2c(c1)OCO2)C1CC(=O)N(c2ccc(O)cc2)C1 (stereo unspecified)
36	·	5	-15	-32	11	0	-2	-1.2	-3	COc1ccc(NC(=O)c2nc[nH]c2C(=O)N2CCN(c3ccccc3)CC2)cc1
37	·	5	13	-27	-7	-1	-2	-0.79	-2	CCCCCCN(C(=O)CCCCCN1C(=O)NC(c2ccc(-c3ccccc3)cc2)C(C(=O)OCc2ccccc2)=C1C)C(C(=O)NCCCC)c1ccccn1 (stereo unspecified)
38	2.7	9	-39	-12	4	3	-2	·	-2	C=CCOc1ccc2c(c1)c(=O)cc(C(=O)O)n2CC
39	-1.1	·	·	-8[20 µM]	7	·	·	-0.65	·	Cc1ccccc1Cn1c(=O)c2c(nc3n2CCCN3Cc2ccccc2)n(C)c1=O
40	0.6	7	-64	-8	-65	2	-1	-0.45	-4	COc1cc(/C=C(/C#N)c2nc3ccccc3c(=O)[nH]2)ccc1O
41	-0.5	13	10	-1	0	-3	3	·	1	COc1ccc(/C(O)=C2/C(=O)C(=O)N(CCN(C)C)C2c2ccc(C)cc2)cc1Cl (stereo unspecified)
42	-1.1	-4	-58	-2	14	-9	-79	-2.3	-8	CCN(CC)c1ccc(-n2cc3c(=O)n(C)c(=O)n(C)c3c2)cc1
43	-0.7	3	11	-15	-1	0	-2	·	-1	O=C(OCCN1C(=O)c2ccccc2C1=O)c1cc(S(=O)(=O)N2CCOCC2)ccc1Cl
44	0.0	11	22	-9	·	7	-8	1.5	3	O=C(O)CSc1nc(-c2ccc(Cl)cc2)nc2c1oc1ccccc12
45	1.8	8	12	-24	·	3	16	0.42	-4	Cc1sc(NC(=O)c2ccc(=O)n(C)n2)nc1-c1ccccc1
46	2.0	9	11	6	-6	4	3	1.1	2	CC(C)Oc1nc(-c2ccc(Cl)cc2)nc2ccccc12
47	0.8	1	-18	-16[20 µM]	3	-1	0	·	-4	O=C(NCc1ccco1)Nc1ccccc1Cl
48	-0.6	26	3	-30[20 µM]	-4	4	-5	·	1	O=C(NC1CCCCC1)N1CCN(c2ncccn2)CC1
49	0.0	12	-14	-27	-1	2	-25	0.0046	2	Cc1ccoc1C(=O)NCc1occc1C(=O)O
50	0.6	7	85*	-9	-2	-2	11	·	2	COCCn1c(CN2CCN(C)CC2)nc2c1c(=O)n(C)c(=O)n2C
51	0.4	17	-5	-25[20 µM]	0	3	-23	-0.97	-12	c1ccc(OCCCN2CCCC2)cc1
52	0.2	8	18	-25	·	3	3	-0.048	6	Clc1ccc(SCNc2ccccc2Cl)cc1
53	-0.7	15	-31	7[20 µM]	2	0	-44	0.86	3	CCN(CC)CCn1c(NC(=O)c2ccc(Cl)cc2)nc2ccccc21
54	1.4	4	-1	-25	18	-3	-1	-0.8	-1	Cc1nc(N2CCOCC2)[nH]c(=O)c1C(O)C(Cl)(Cl)Cl (stereo unspecified)
55	-1.4	-8	-489	-24[20 µM]	-14	-12	-3	0.015	-10	COc1ccc2c(c1)c1ncn(CCCN3CCOCC3)c(=O)c1n2C
56	0.8	18	-3	-21[20 µM]	3	8	-62	0.47	0	O=C(NC(=S)NNC(=O)c1ccccc1[N+](=O)[O-])c1ccccc1
57	-0.5	10	-45	-8[20 µM]	1	0	-10	0.11	0	COc1ccc(NC(=O)Nc2ccc3nc(C)c(C)nc3c2)cc1
58	0.8	2	23	-9	6	3	-9	-0.63	-3	COC(=O)c1ccc(S(=O)(=O)N(Cc2ccccc2)Cc2ccccc2)n1C
59	-2.5	12	-58	-11[20 µM]	6	-6	-23	·	-1	CCOc1cc(S(=O)(=O)NCCc2ccc(OC)c(OC)c2)c(OCC)cc1-n1cnnn1
60	0.4	17	-17	-15	-7	8	-4	0.85	6	Cc1cc(NC(=O)c2cccc(N3C(=O)CCC3=O)c2)no1
61	-0.3	6	22	7	-6	6	2	-0.64	3	O=C1N/C(=C/c2ccc(N3CCCC3)cc2)C(=O)N1c1ccccc1
62	-0.2	10	29	-13	2	9	-14	-0.4	-7	CC(C)c1cccc(C(C)C)c1NC(=O)CNCc1ccccc1F
63	-1.0	5	-17	-23	-2	2	-5	-0.028	-9	CN(C)C(CNC(=O)/C=C/c1cccc(Cl)c1)c1ccccc1 (stereo unspecified)
64	-0.3	-12	5	-21[20 µM]	8	-12	3	-0.13	10	O=C(Nc1ccccc1C(=O)N1CCOCC1)c1cccc(S(=O)(=O)N2CCCC2)c1
65	0.5	14	-38	3	3	-1	-3	·	-3	CCCCC(=O)c1c(C)cc(C)[nH]c1=O
66	1.3	1	-23	-20	24	-5	-14	0.63	-1	COCCNCC(O)CON=C1c2ccccc2-c2ccccc21 (stereo unspecified)
67	1.0	18	13	-13	-5	4	-6	-0.00025	0	CCCCN(C(=O)NC(=O)Nc1ccccc1C)S(C)(=O)=O
68	-1.1	2	2	-7	1	-6	-5	0.47	-6	CCOC(=O)c1oc2ccccc2c1NC(=O)C(C)(C)C
69	-0.5	12	2	-9	3	4	-5	-0.91	5	COc1cc(/C=C/C(=O)NCCn2c(C)cc3ccccc32)cc(OC)c1OC
70	-1.2	-1	36	-14	-3	-7	-15	·	-1	O=C(CSc1nnc(-c2ccco2)n1Cc1ccccc1)NC(=O)NCc1ccccc1
71	-0.1	22	-1	-19[20 µM]	0	15	4	·	-1	O=C(Nc1ccsc1C(=O)N1CCCCCC1)c1ccccc1
72	1.1	7	-10	-21	0	11	-3	0.23	-2	CCNc1nc(=S)nc(NC(C)C)[nH]1

Assay outcomes: PubChem BioAssay, several laboratories
